# Screening data: PubChem BioAssay, several laboratories
# STAT3 act = increases IL-6 driven STAT3 reporter signal. U3A cells, IL-6 STAT3-luciferase reporter, luminescence; 100% = signal with IL-6 EC80 alone. activation (% of control), % at 5.6 µM. actives 0.91% (n = 190,000);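 active = activation above the screen-wide mean of compound activation plus 3 SD, cut at about 130% in these data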;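 note: 0% = background luminescence of wells with medium and substrate only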
#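 Material: human U3A cells carrying STAT3-luciferase construct. Measured by: reporter luminescence signal. Timing: compound 1 h, then IL-6 6 h at 37 °C.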
# PPARg SRC-1 ag = promotes SRC-1 coactivator recruitment by human PPARgamma. P37231. PPARgamma-SRC-1 coactivator recruitment biochemical assay. activation, % at 8 µM. actives 0.41% (n = 200,000). AID 631; in the data active = activation above about 19%;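 note: 0% = DMSO and 100% = reference agonist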
# PPARg SRC-2 ag = agonists of SRC-2 recruitment by human PPARgamma | PPARgamma LBD-SRC-2 recruitment, biochemical | activation, % at 8 µM | actives 0.34% (n = 200,000); in the data active = activation above about 22%;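 note: 0% = vehicle and 100% = reference agonist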
# bIAP inh = intestinal alkaline phosphatase (bovine) inhibition. purified bovine IAP, CDP-star luminescence, 30 min. inhibition, % at 20 µM. 190,000 tested, under 10 active. AID 1019;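 active = over 50% inhibition of intestinal alkaline phosphatase at 20 µM in the single-dose screen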
#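 System: Purified bovine intestinal alkaline phosphatase (IAP) enzyme | Input: IAP diluted 1/65,000,000 in the well | Also added: CDP-star chemiluminescent phosphatase substrate, 30 µM final | Dosing: 20 µM single dose | Times: Enzyme reaction for 30 min at room temperature | Detection: Luminescence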
# TR-FRET SRC-2 ct = counter-screen for PPARgamma SRC-2 recruitment agonists: TR-FRET artefact; TR-FRET ratio at 8 µM; actives 0.4% (n = 200,000); stronger effect = higher value; AID 1049; in the data active = TR-FRET ratio above about 2000; note: inactives centre near 1500
# PPARg SRC-3 ag = agonists of human PPARgamma SRC-3 coactivator recruitment. biochemical PPARgamma/SRC-3 coactivator recruitment assay. actives 0.26% (n = 200,000). P37231. activation, % at 8 µM; in the data active = activation above about 23%;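 note: 0% = DMSO and 100% = reference agonist; some compounds past the cut are filed as inactive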
# TNAP act hi DEA = TNAP (human) activation, high acceptor; P05186; purified TNAP, CDP-star luminescence, 1 M DEA, 30 min; stronger effect = higher value; 0 = EDTA background, 1 = DMSO-only activity; activation factor at 20 µM; 200,000 tested, under 10 active;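 active = activation factor at least 2 at 20 µM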
# Target sequence (P05186 whole entry, looked up): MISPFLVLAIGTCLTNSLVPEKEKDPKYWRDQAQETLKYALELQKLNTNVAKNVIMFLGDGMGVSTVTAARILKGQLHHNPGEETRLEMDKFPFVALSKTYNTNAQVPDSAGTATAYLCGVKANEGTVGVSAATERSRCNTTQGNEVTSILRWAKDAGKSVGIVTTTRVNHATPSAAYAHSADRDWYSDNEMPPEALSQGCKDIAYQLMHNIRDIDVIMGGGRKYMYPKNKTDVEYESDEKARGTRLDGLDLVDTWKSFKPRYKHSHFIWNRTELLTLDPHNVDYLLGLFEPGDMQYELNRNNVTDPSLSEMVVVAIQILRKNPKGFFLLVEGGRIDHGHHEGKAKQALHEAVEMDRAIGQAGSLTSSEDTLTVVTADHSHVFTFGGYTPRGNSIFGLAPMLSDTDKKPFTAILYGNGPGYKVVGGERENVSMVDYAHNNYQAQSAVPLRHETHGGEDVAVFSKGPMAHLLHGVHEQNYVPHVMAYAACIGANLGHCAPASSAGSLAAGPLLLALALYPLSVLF
#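 Assay system: human TNAP; Input: enzyme diluted 1/800 final; Reagent: CDP-star luminogenic substrate at 100 µM final; Timing: 30 min, room temperature; Signal: luminescence; Evaluation: TNAP activation factor scaled between EDTA and DMSO control wells.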
# bIAP activator = increases bovine intestinal alkaline phosphatase activity. actives 0.17% (n = 200,000). activation factor at 20 µM. purified bovine IAP, CDP-star luminescence, 30 min; stronger effect = higher value; fold of DMSO-control signal, blank-subtracted;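 active = activation factor of 2 or more at 20 µM, a signal rise over negative controls twice the positive control's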
# STAT1 blocker = inhibitors of IFN-gamma induced STAT1 signaling; NIH 3T3 STAT1-luciferase reporter, luminescence; inhibition, % at 5.5 µM; actives 0.35% (n = 200,000); AID 920;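 active = inhibition above a set limit, the mean inhibition across all tested compounds plus 3 SD, cut at about 34% in these data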;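 note: 0% = IFN-gamma with DMSO and 100% = IFN-gamma with 300 µM nifuroxazide; values of inactives mirror those of a sister screen read the other way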
# ROMK primary = modulates human ROMK potassium channel activity | AID 1918 | P48048 | Tet-inducible ROMK, thallium flux fluorescence; actives lie on both sides | actives 2% (n = 130,000) | B-score at 10 µM;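 active = signal ratio slope over the read window, or its plate-corrected B-score, at least 3 SD from the plate mean, either direction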;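 note: B-score of the F/F0 ratio slope over 7 to 12 s after thallium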
# Target sequence (P48048 whole entry, looked up): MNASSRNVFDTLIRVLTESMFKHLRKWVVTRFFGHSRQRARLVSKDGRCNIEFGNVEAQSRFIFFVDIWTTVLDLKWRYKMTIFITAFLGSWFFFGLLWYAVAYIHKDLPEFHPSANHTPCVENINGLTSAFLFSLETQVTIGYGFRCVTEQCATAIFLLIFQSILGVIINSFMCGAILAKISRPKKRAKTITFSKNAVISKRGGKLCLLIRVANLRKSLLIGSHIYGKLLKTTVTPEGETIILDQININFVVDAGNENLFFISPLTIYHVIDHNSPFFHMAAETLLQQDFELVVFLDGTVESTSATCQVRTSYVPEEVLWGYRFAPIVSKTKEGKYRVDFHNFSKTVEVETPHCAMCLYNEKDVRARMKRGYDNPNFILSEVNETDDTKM
# STAT3 blocker = STAT3 signaling inhibition; actives 0.89% (n = 190,000); inhibition, % at 5.5 µM; U3A cells, IL-6 STAT3-luciferase reporter, luminescence; host cell line lacks STAT1;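 active = inhibition above the mean inhibition across all screened compounds plus 3 SD, cut at about 44% in these data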;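 note: 0% = DMSO only wells and 100% = 100 µM nifuroxazide control wells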
# * marks the source's active call; other numbers are inactive results; i = inactive; · = not tested or not shown.
SMILES,STAT3 act,PPARg SRC-1 ag,PPARg SRC-2 ag,bIAP inh,TR-FRET SRC-2 ct,PPARg SRC-3 ag,TNAP act hi DEA,bIAP activator,STAT1 blocker,ROMK primary,STAT3 blocker
Cc1ccc(C(=O)CSC2=C(C#N)C(c3ccco3)C3=C(CC(C)(C)CC3=O)N2)cc1 (centres undefined),78,1,6,15,1612,0,1,0.8,-2,-0.041,27
O=C(COCC(=O)N/N=C/c1ccc(F)cc1)N/N=C/c1ccc(F)cc1,104,2,4,24,1522,2,0.9,0.8,1,·,-9
C=CCn1c(COc2ccc(F)cc2)nnc1SCC(=O)Nc1cccc(S(N)(=O)=O)c1,103,6,9,6,1701,3,1,0.9,3,0.12,-3
Cc1cc(NC(=O)COc2cccnc2[N+](=O)[O-])no1,102,8,5,7,1419,-2,1,0.9,-3,-0.15,3
Cn1c(N)c(C(=O)NCc2ccccc2Cl)sc1=S,91,8,2,1,1522,3,1,1,7,0.078,14
CCOC(=O)C1(Cc2ccc(O)cc2)NC(c2ccco2)C2C(=O)N(c3ccccc3F)C(=O)C21 (centres undefined),101,6,0,7,1664,3,1,0.9,0,1.3,4
COCCNC(=O)/C(C#N)=c1\s/c(=C\c2ccccc2OC(F)F)c(=O)n1Cc1ccccc1,102,7,-6,1,1443,5,1,1,-8,0.14,3
OC1(c2cccc(C(F)(F)F)c2)CCN(c2ncnc3c2[nH]c2ccc(F)cc23)CC1,80,3,3,26,1537,3,1,0.7,29,·,27
CCOC(=O)c1c(NC(=O)CN2CCCc3ccccc32)sc(C)c1CC,122,-3,-3,20,1410,0,1,0.8,-1,0.16,-21
COc1ccc(-c2c(C)nn(Cc3ccccc3)c2N)cc1,88,1,2,8,1468,9,1.1,0.9,-5,·,18
CC(Sc1nc2ccccc2s1)C(=O)NCc1ccc2c(c1)OCO2 (centres undefined),109,-1,5,3,1672,0,1.1,1,0,-0.14,-8
Cc1ccc(C(=O)OC(C)CN2CCOCC2)cc1 (centres undefined),130,-3,9,-5,1576,2,1,1,-6,0.16,-29
CCSc1nnc(NC(=O)CSC2=NCCS2)s1,104,6,-4,2,1598,4,1,1,-3,·,-1
COc1cc(C=O)ccc1OCCCOc1ccccc1C(=O)O,89,6,13,8,1570,3,1.1,0.9,-52,·,19
CCC(=O)Nc1c(C)c(CC)nc2ccccc12,95,4,-4,17,1499,5,1.1,0.8,0,·,16
Cc1ccc(-c2n[nH]c(=S)n2/N=C/c2cccn2C)cc1,107,7,10,18,1618,-2,1,0.8,-3,·,-2
COc1ccccc1CNc1ccc2nnc(CCNC(=O)c3ccc(C)cc3)n2n1,100,6,2,-9,1764,-4,1.1,1.1,4,-0.73,5
CC(C)NC(=O)CN(C(=O)CCC(=O)Nc1ccccn1)c1ccc(F)c(Cl)c1,100,1,6,-6,1630,2,1,1.1,-3,·,6
CCOC(=O)C1CCN(C(=O)CCn2c(=O)[nH]c3ccsc3c2=O)CC1,98,-7,-1,2,1526,-2,1.1,1,-1,1.9,9
S=c1[nH]nc(Nc2ccccc2)s1,96,8,11,13,1858,11,1,0.9,-4,-0.013,12
O=c1[nH]c(N2CCc3ccccc32)nc2c1CCCC2,93,-1,2,-2,1491,-2,1,1,-3,-0.58,10
Cc1nc(C)c(C(=O)C2=C(O)C(=O)N(CCN3CCOCC3)C2c2ccco2)s1 (centres undefined),102,2,3,3,1822,1,1,1,18,·,2
CN(C)c1ccc(C2CC(c3ccccc3)=Nc3nc(-c4ccccc4)cn32)cc1 (centres undefined),101,5,-6,9,1502,2,1,0.9,-6,·,-2
O=C(Nc1nc(-c2ccccn2)cs1)c1ccc(Br)s1,91,1,5,-2,1473,-5,1.1,1,-3,·,12
O=C(NCCCn1ccnc1)C(=O)Nc1ccccc1,107,13,-2,4,1546,4,1.1,1,-16,0.18,-6
COc1ccccc1-n1cnc2sc(-c3ccccc3)cc2c1=O,106,7,6,2,1474,7,1,1,1,·,-3
O=C(c1cccs1)N1CCN(C2CCN(Cc3ccccc3)CC2)CC1,97,0,11,-5,1513,4,1,1,-5,·,8
CC(=O)C1=C(O)C(=O)N(CCC(=O)O)C1c1cccc(F)c1 (centres undefined),101,-3,6,-3,1476,0,1,1,-2,0.47,5
O=C(NCC1CCCO1)c1cccc(N2CCCC2=O)c1 (centres undefined),95,8,1,5,1537,6,1,0.9,4,·,11
C=CCn1c(=O)c(C(C)=O)cn(N(C)c2ncc(C(F)(F)F)cc2Cl)c1=O,98,10,2,0,1652,1,1,1,-7,-1.2,4

# Filtered by structure, those above containing a CF3 group (2)
SMILES,STAT3 act,PPARg SRC-1 ag,PPARg SRC-2 ag,bIAP inh,TR-FRET SRC-2 ct,PPARg SRC-3 ag,TNAP act hi DEA,bIAP activator,STAT1 blocker,ROMK primary,STAT3 blocker
OC1(c2cccc(C(F)(F)F)c2)CCN(c2ncnc3c2[nH]c2ccc(F)cc23)CC1,80,3,3,26,1537,3,1,0.7,29,·,27
C=CCn1c(=O)c(C(C)=O)cn(N(C)c2ncc(C(F)(F)F)cc2Cl)c1=O,98,10,2,0,1652,1,1,1,-7,-1.2,4

# Entries of single compounds from above. Screens in order: STAT3 act, PPARg SRC-1 ag, PPARg SRC-2 ag, bIAP inh, TR-FRET SRC-2 ct, PPARg SRC-3 ag, TNAP act hi DEA, bIAP activator, STAT1 blocker, ROMK primary, STAT3 blocker
# Listed for `COc1ccccc1CNc1ccc2nnc(CCNC(=O)c3ccc(C)cc3)n2n1` = 100, 6, 2, -9, 1764, -4, 1.1, 1.1, 4, -0.73, 5
# Listed for `O=C(Nc1nc(-c2ccccn2)cs1)c1ccc(Br)s1` = 91, 1, 5, -2, 1473, -5, 1.1, 1, -3, ·, 12
# Listed for `S=c1[nH]nc(Nc2ccccc2)s1` = 96, 8, 11, 13, 1858, 11, 1, 0.9, -4, -0.013, 12
# Listed for `Cc1nc(C)c(C(=O)C2=C(O)C(=O)N(CCN3CCOCC3)C2c2ccco2)s1` (centres undefined) = 102, 2, 3, 3, 1822, 1, 1, 1, 18, ·, 2

# The list continues:
SMILES,STAT3 act,PPARg SRC-1 ag,PPARg SRC-2 ag,bIAP inh,TR-FRET SRC-2 ct,PPARg SRC-3 ag,TNAP act hi DEA,bIAP activator,STAT1 blocker,ROMK primary,STAT3 blocker
O=S(=O)(/N=C(/Nc1ccccc1F)c1ccccc1)c1ccccc1,95,4,8,9,1571,6,1,0.9,6,-2.6,3
C=CCNC(=S)N/N=C/c1ccc(C(F)(F)F)cc1,88,4,8,-1,1559,0,1,1,2,-2,20
O=c1[nH]c(SCc2n[nH]c(=S)n2-c2ccccc2)nc2sc3c(c12)CCC3,108,-2,0,22,1517,2,1,0.8,5,1.1,-1
OCCC1CN(Cc2cccn2-c2ccccn2)CCN1C1CCCC1 (centres undefined),100,11,10,14,1521,4,1.1,0.9,6,-0.86,6
Cc1cc(C)c(NC(=S)NC(NC(=O)c2ccccc2)C(Cl)(Cl)Cl)c(C)c1 (centres undefined),106,5,8,8,1433,-2,1.1,0.9,-5,-0.49,-6
CCn1c(N)c(C(=O)NCc2ccc3c(c2)OCO3)sc1=S,90,-3,3,15,1523,7,1,0.9,5,0.33,16
C=CCn1c(SCC(=O)Nc2nc3ccccc3s2)nnc1-c1ccccc1O,103,-1,-3,-9,1646,-4,1,1.1,-7,·,3
Nc1ccc2oc(C3CCCCC3)nc2c1,106,-3,-10,6,1422,-4,1.1,0.9,-34,2.1,-1
O=C(Nc1ccc2c(c1)OCO2)c1cnc2n(c1=O)CCS2,96,6,6,3,1470,-8,1,1,-27,·,9
O=C(O)CSCCn1cccn1,98,3,6,4,1560,-3,1,1,-1,0.47,8
CC(C)(C)c1ccc(OCCCNC2CCCC2)cc1,110,8,-4,-11,1498,-4,1.1,1.1,-12,-0.83,-7
CCOC(=O)c1ccccc1NC(=O)Nc1ccc(OC)c(OC)c1,94,4,4,6,1496,5,1,0.9,7,·,11
CN(C)c1ccc(Nc2c3c4c(cccc4n(C)c2=O)C(=O)c2ccccc2-3)cc1,96,3,6,5,1699,4,0.6,0.9,-1,-0.091,5
Fc1ccc(Br)cc1/C=N/n1cnnc1,107,-2,-6,8,1485,-8,1.1,0.9,-5,·,-2
Nc1nc(SCc2ccccc2Cl)ns1,97,-2,-1,-12,1443,3,1,1.1,-8,·,6
COc1ccc(-c2cc(C(F)(F)F)nc(SCC(=O)NCc3cccs3)n2)cc1OC,102,-1,6,3,1596,1,0.9,1,5,0.49,-5
O=C(NCCN1CCOCC1)C1CCN(S(=O)(=O)N2CCCC2)CC1,100,3,0,0,1576,1,1,1,-15,0.87,2
COc1ccc(N=C2C(=O)Nc3ccccc32)cc1,111,3,3,33,1344,0,1,0.7,-4,·,-11
CCc1cccc(C)c1NC(=O)CCCSc1nc2ccccc2s1,110,-1,5,0,1412,-5,1,1,3,-1.7,-11
Cc1cc(NC(=O)c2cc(-c3ccccc3)on2)no1,101,8,-1,-4,1441,5,1,1,-2,·,6
CC(=O)Nc1ccc(S(=O)(=O)NC(C(=O)O)C(C)C)cc1 (centres undefined),98,0,6,·,1611,5,·,·,2,0.62,6
CC(C)N1C/C(=C/c2cccnc2)C(=O)/C(=C/c2cccnc2)C1,109,6,4,-3,1540,7,1,1,10,-1.6,-5
c1ccc(Cn2nc(-c3ccccc3)nc2-c2ccccc2)cc1,93,-6,1,-6,1594,1,1,1.1,-8,-1.1,8
O=C(CNC(=O)c1cccc(Cl)c1)N/N=C/C=C/c1ccccc1,98,-3,-5,6,1522,-2,1,0.9,4,0.0033,2
O=C(CNC(=O)c1ccccc1F)NC1CC1,112,2,6,3,1306,-3,1,1,-8,·,-12
Cc1cc(OCCCCn2ccnc2)cc(C)c1Cl,93,8,4,i,1665,-1,1,16*,-3,-1.7,16
O=C(Nc1nc2ccccc2n1CCN1CCOCC1)c1ccc(COc2ccccc2Br)o1,106,0,1,-3,1504,2,1,1,-8,-0.37,3
O=C(CCl)Nc1ccccc1C(=O)c1ccccc1,96,0,0,-8,1594,-1,1,1.1,2,-0.99,7
N#C/C(=C1\C(=O)Nc2c(Cl)cc(Cl)cc21)c1nnc2n1CCCCC2,100,-10,1,-4,1476,9,1,1,5,·,4
Cc1ccc(OCC(=O)Nc2nnn(C)n2)c(C)c1,101,-2,1,4,1413,-2,1.1,1,-1,·,4
COC(=O)C1=C(N)Oc2cc(N(C)C)ccc2C1c1ccccc1OC (centres undefined),93,3,-4,14,1452,-2,1,0.9,-14,·,12
CCN(CC)S(=O)(=O)c1ccc2c(c1)nc(CCC(=O)Nc1ccccc1Cc1ccccc1)n2CC,104,-2,-2,34,1398,-5,1,0.7,2,-2,-5
CC1CCN(C(=O)c2cc3nc(-c4ccccc4)cc(-c4ccccc4)n3n2)CC1,97,0,4,4,1561,-5,1,1,-7,-0.43,9
COC(=O)CSc1nc2ccccn2c(=O)c1C=O,105,0,0,-26,1498,2,1,1.3,13,1.8,5
CCNC(=O)CSc1nnc(-c2ccccc2)n1-c1ccc(OCC)cc1,99,-3,6,-5,1586,5,1,1,9,-0.9,7

# An unsorted share of the library, and some 3.7% of all compounds hit somewhere here.
